Screening results as filed in PubChem.
M. tuberculosis GlmU – inhibition of mycobacterial GlmU enzyme – biochemical, glucosamine-1-phosphate acetyltransferase (AID 1376); M. tuberculosis GlmU acetyltransferase enzyme assay; higher % means a stronger effect; 220,000 compounds, 0.25% hits; inhibition, %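 (tested at 30 µM in the primary screen)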, or IC50 in µM where a hit was titrated; in the data active means inhibition above about 13%;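 further: 0% = complete reaction with vehicle and 100% = reaction without substrate; strong numbers were not always called active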
Mtb RmlCD inh – inhibitors of Mycobacterium tuberculosis RmlC and RmlD coupled enzymes. 160,000 compounds, 0.03% hits. P9WH09+P9WH11. RmlC+RmlD coupled enzyme assay, percent inhibition; primary screen in compound mixtures. inhibition, % at 3.6 µM. AID 1533; in the data active means inhibition mostly above about 34%, no sharp cut-off; further: some results filed as inactive read as strong as hits
Target sequence (P9WH09 whole entry, looked up): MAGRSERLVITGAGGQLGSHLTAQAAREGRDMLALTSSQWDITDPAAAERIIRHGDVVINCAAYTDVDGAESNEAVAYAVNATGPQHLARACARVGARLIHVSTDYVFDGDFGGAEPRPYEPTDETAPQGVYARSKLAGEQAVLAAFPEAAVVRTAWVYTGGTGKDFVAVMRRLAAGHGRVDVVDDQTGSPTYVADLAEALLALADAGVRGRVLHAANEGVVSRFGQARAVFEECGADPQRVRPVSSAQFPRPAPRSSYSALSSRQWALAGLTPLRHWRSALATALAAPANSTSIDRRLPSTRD
Target sequence (P9WH11 whole entry, looked up): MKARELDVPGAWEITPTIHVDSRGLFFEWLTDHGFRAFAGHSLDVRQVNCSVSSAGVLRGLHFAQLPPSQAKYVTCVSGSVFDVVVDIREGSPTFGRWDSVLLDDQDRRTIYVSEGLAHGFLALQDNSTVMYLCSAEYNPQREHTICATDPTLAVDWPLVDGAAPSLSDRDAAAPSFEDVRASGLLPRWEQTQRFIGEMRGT
The depositor's hits bear a star; · = no result given.

canonical_smiles,Mtb RmlCD inh,M. tuberculosis GlmU
CO/C([O-])=N/c1c[n+](-c2ccc(Cl)cc2)no1,15.4,6.3%
COCC(=O)N/N=C(\C)CC(=O)NCc1ccco1,1.4,0.7%
NNC(=O)c1cccc(COc2cccc(Br)c2)c1,1.7,-3.6%
COc1cccc(OC)c1C(=O)NC(C)C12CC3CC(CC(C3)C1)C2 (stereo unspecified),-0.7,2.9%
CCOC(=O)c1cc(-c2ccc(Cl)cc2)nc2c1c(C)nn2CCC#N,10.4,0.5%
CCc1nnc(NC(=O)c2ccc(S(=O)(=O)N3CCCCC3C)cc2)s1 (stereo unspecified),·,2.3%
C=CCNCCOc1cccc(Br)c1,·,0.8%
COc1ccccc1-c1ccc(Nc2cccc(C(F)(F)F)c2)nn1,·,2.5%
Oc1ccc(C(=S)N2CCCCC2)cc1Cl,2.8,0.9%
COc1ccc(Nc2nc(C)cc(C)c2C(N)=O)c(OC)c1,10.1,4.5%
CCCCC(c1nnnn1CC1CCCO1)N1CCN(c2ccccc2)CC1 (stereo unspecified),0.8,0.6%
CCc1ccc(N2CN=c3s/c(=C\c4ccccc4)c(=O)n3C2)cc1,3.9,1.3%
O=S(=O)(/C=C/c1ccccc1)NC1CCCCCCC1,-8.0,-4.7%
Cc1cc(/C=N/n2cnnc2)c(C)n1-c1ccc(C(=O)O)cc1,·,7.5%
CCOc1ccc(NC(=O)CCSc2nnc(C)s2)cc1,12.1,-5.1%
Cc1ccc(-n2c(O)c(/C=N/N3CCOCC3)c(=O)[nH]c2=S)cc1,5.5,2.4%
Cn1nnc2sc3c(c2c1=O)CCCC3,·,2.3%
CC(=O)c1c(C)[nH]c(C(=O)CSc2nnc(-c3ccc(Cl)cc3)n2CC2CCCO2)c1C (stereo unspecified),·,-0.8%
Cc1nc(NC(=O)CSc2nnnn2Cc2ccccc2)sc1C,22.4,-4.9%
O=C(Cn1c(C(F)(F)F)nc2ccccc21)N=Nc1c(O)[nH]c2ccc(Br)cc12,4.7,1.8%
CCc1nc(SCC(=O)NCc2ccc(F)cc2)c2c(=O)n(C)c(=O)n(C)c2n1,-6.2,·
CCOC(=O)N1CCN(c2cc(NCCO)c([N+](=O)[O-])c3nonc23)CC1,-6.7,6.6%
CCCc1nnc(NC(=O)CN2C(=O)c3ccccc3S2(=O)=O)s1,6.2,3.3%
CN(C)S(=O)(=O)c1ccc(NCC2COc3ccccc3O2)c([N+](=O)[O-])c1 (stereo unspecified),-1.7,-7.2%
NC(=O)c1ccc(Nc2nnc(-c3ccc(O)cc3)c3ccccc23)cc1,·,3.4%
CCOC(=O)c1cnc2c(c(C)nn2C)c1Oc1ccc(OC)cc1,-0.3,4.0%
Cc1nnc(SCC(=O)NCc2ccccc2)s1,-5.9,-5.9%
Cc1ccc(C2C3=C(CCCC3=O)Nc3c2c(C)nn3-c2ccccn2)o1 (stereo unspecified),6.4,-0.6%
CCOC(=O)c1ccc(NC(=O)CSc2nnc(COc3ccccc3OC)n2C)cc1,1.1,7.0%
CCOC(=O)C1CCN(c2ncnc3c2oc2ccccc23)CC1,5.8,3.7%

Rewritten with each value named: two of the compounds above.
CCOC(=O)N1CCN(c2cc(NCCO)c([N+](=O)[O-])c3nonc23)CC1
  Mtb RmlCD inh = -6.7; M. tuberculosis GlmU = 6.6%

CCCc1nnc(NC(=O)CN2C(=O)c3ccccc3S2(=O)=O)s1
  Mtb RmlCD inh = 6.2; M. tuberculosis GlmU = 3.3%

Other records follow:
canonical_smiles,Mtb RmlCD inh,M. tuberculosis GlmU
COc1ccccc1N1CC=C(c2cccc([N+](=O)[O-])c2)NC1=O,13.6,4.0%
CCOC(=O)c1c(NC(=O)c2ccc(Cl)cc2)csc1C,9.6,-0.2%
COCCCN1C(=O)/C(=C\c2cccs2)C(C(=O)OC)=C1C,9.4,4.8%
CCOC(=O)c1nnn(CC(=O)N2N=C(c3ccc(Cl)cc3)CC2c2ccccc2)c1C(=O)OCC (stereo unspecified),·,1.6%
CN(C)c1nc(Oc2ccc(=O)n(C)n2)nc(N2CCOCC2)n1,5.9,6.3%
O=c1oc(-c2ccc([N+](=O)[O-])cc2)nc2ccccc12,7.0,1.8%
COc1cc(NC(=O)C2CCCN2S(=O)(=O)c2ccc3c(c2)CCC(=O)N3)cc(OC)c1 (stereo unspecified),8.7,2.3%
Cc1ccc(Cn2c(C(C)Nc3nc(C)cs3)nc3cc(Cl)c(Cl)cc32)cc1 (stereo unspecified),·,-0.5%
Cc1ccc2cccc(SCC(=O)NCc3ccco3)c2n1,3.3,1.4%
CCOC(=O)Cc1cc(-c2ccc(O)cc2)nc2ccc3ccccc3c12,-6.0,7.4%
COc1ccc(/C=C/C(=O)NCCCc2ccccc2)cc1,3.4,-3.8%
CCOc1ccc(-n2c(O)cc(=O)[nH]c2=O)cc1,-3.6,-1.2%
COC(=O)c1sccc1-c1ccc(/C=N/OC(=O)c2ccccc2)o1,-2.4,3.9%
CC(C)(C)c1ccc(OCC(=O)NNC(=O)C2CCCO2)cc1 (stereo unspecified),-2.1,-0.6%
Cc1ccc(C(C)C)c(OCC(=O)NNC(=O)C(C(C)C)N2C(=O)c3ccccc3C2=O)c1 (stereo unspecified),·,0.7%
CC1=NNC(=O)C1CC(=O)N/N=C/c1sccc1C (stereo unspecified),12.2,-1.3%
Cc1cc(C)n(CCCNC(=O)c2ccc(S(=O)(=O)NCc3ccco3)cc2)n1,-4.4,2.1%
O=C(N/N=C/c1cn(-c2ccccc2)nc1-c1cc2ccccc2o1)c1cccnc1,-30.9,0.1%
O=S(=O)(c1ccc2c(c1)oc1ccccc12)N1CCOCC1,-15.0,-5.4%
CCOC(=O)CSc1nc2cc3c(cc2cc1C#N)OCCO3,8.8,7.1%
CN(C(=O)Nc1ccc(Cl)cc1)n1cnc2ccccc2c1=O,-4.8,2.0%
COc1cc(OC)c2c(c1)OCC1CON(C)C21 (stereo unspecified),3.8,-1.4%
Nc1ccc2nc(-c3cccnc3)[nH]c2c1,-6.1,-1.0%
CCn1c(SCC(=O)NCCc2ccc(F)cc2)nnc1-c1cccs1,-2.6,-3.6%
COCCNc1nc(Cl)c(C#N)s1,-12.1,-3.0%
Cc1ccc(NC(=O)CC(N)=S)cc1,-9.0,3.1%
CSCC(=O)N1CCCC(CO)(Cc2ccccc2C)C1 (stereo unspecified),·,2.0%
CC1CCCCC1NC(=O)COC(=O)c1ccc(S(=O)(=O)N2CCOCC2)cc1 (stereo unspecified),·,-0.1%
CCn1c(C)nc([N+](=O)[O-])c1C(=O)O,3.2,1.8%
COc1ccc(Cc2nc(C(=O)Nc3ccc(Cl)cc3)cs2)cc1,14.6,0.7%
CCC(=O)NC(=S)Nc1cccc(NC(=O)c2ccccc2C)c1,-12.4,3.6%
Cc1ccc(N=Nc2ccc(O)c3ncccc23)cc1C,-15.4,3.0%
C=CCn1c(SCC(=O)Nc2cc(C)nn2-c2ccccc2)nnc1C1CCCCC1,9.4,3.4%
COc1cc(OC)cc(C(=O)N[C@H](C(=O)NCc2cccs2)C(C)C)c1,-4.7,1.2%
CC(/C=C/c1ccccc1)=N/O,2.5,2.6%
Cc1ccc(S(=O)(=O)N(C)c2ccc(OCC(=O)Nc3cccc(-n4cnnn4)c3C)cc2)cc1,6.1,0.2%
CCOc1cc(/C=N/Nc2cccc(C(=O)O)c2)ccc1OC(=O)c1ccccc1,8.2,5.6%
CN1/C(=C/C(=S)NC(=O)C2(C)CC2(Cl)Cl)C(C)(C)c2ccccc21 (stereo unspecified),2.8,-7.5%
Cc1ccc2[nH]c(=O)c(CN(CCN3CCOCC3)C(=O)Nc3ccc(F)cc3)cc2c1,-2.2,-5.6%
COc1ccc(CCNC(=O)c2cnc3n(c2=O)CCS3)cc1OC,-8.7,-0.2%
CCOC(=O)c1c(-c2ccccc2)csc1NC(=O)/C(C#N)=C/c1ccc(O)c(OC)c1,-6.6,2.8%
Cc1nn(-c2ccccc2)c(Cl)c1C(=O)Nc1ccc(N2CCOCC2)cc1,5.5,0.5%
COc1ccc(CCNC(=O)CN2C(=O)c3ccccc3S2(=O)=O)cc1OC,2.1,-2.8%
Cc1ccc(CN2CCN(CC(=O)N3CCC(C(N)=O)CC3)C2=O)cc1,·,-1.9%
Cc1c(/C=N/NC(N)=O)c2ccccn2c1C(=O)c1ccncc1,-11.3,-2.5%
Nc1nc(-c2ccc(Br)cc2)cs1,·,4.3%
O=C(N/N=C/c1ccc(Cl)c([N+](=O)[O-])c1)c1cc(-c2ccc3c4c(cccc24)CC3)n[nH]1,·,0.3%
O=[N+]([O-])c1cnccc1Nc1ccc(Cl)cc1,4.0,-1.2%
Cc1ccc(NC(=S)Nc2ccc3[nH]c(=O)[nH]c3c2)cc1,·,-3.9%
CC(c1ccccc1)C1CC(=O)N(Cc2ccccc2)C1=O (stereo unspecified),-13.6,0.2%
O=C(Cn1cnc2ccccc2c1=O)Nc1cccc(-c2nnc3n2CCCCC3)c1,·,2.0%
NNC(=O)/C=C/c1ccc(Cl)cc1Cl,3.9,-0.2%
COc1ccc(C(=O)CCC(=O)Nc2cccnc2)cc1,1.0,1.5%
Cn1c(SCC(=O)NCCc2ccccc2)nc2c([nH]c3ccccc32)c1=O,·,2.9%
CC(=O)N(c1cccc(Br)c1)c1nc(C)cc(C)c1C#N,3.8,6.2%
CN(c1ccccc1)S(=O)(=O)c1cccc(NC(=O)Nc2ccc(Cl)cc2C#N)c1,·,1.3%
O=[N+]([O-])c1cccc(/C=N/N2CCN(Cc3ccc(Cl)cc3)CC2)c1,4.7,5.8%
CCOC(=O)Cn1c(-c2cccnc2Cl)nc2ccccc21,6.0,-2.1%
CCC(C)(C)NC(=O)C(c1ccc(OC)cc1)N(CC1CCCO1)C(=O)CCC(=O)Nc1cc(C)on1 (stereo unspecified),·,5.7%
COC(=O)c1ccccc1NC(=S)N1CCN(C2CCCCC2)CC1,0.0,-0.2%

(further entries)
canonical_smiles,Mtb RmlCD inh,M. tuberculosis GlmU
CCOc1ccc(NC(=O)N2CCN(CC)CC2)cc1,76.1,3.9%
Cc1cc(C)n(C(=O)CCCn2nc(C)c([N+](=O)[O-])c2C)n1,-12.4,·
CCCCCCc1cc2cc(-c3nnc(-c4cc(OC)c(OC)c(OC)c4)o3)c(=O)oc2cc1O,2.9,1.1%
CCc1ccc2oc(C(=O)Nc3ccc(S(N)(=O)=O)cc3)c(C)c2c1,-5.8,1.9%
COc1cccc(N2CCN(S(=O)(=O)c3cccc4cccnc34)CC2)c1,4.9,-2.8%
COc1cc(/C=N/Nc2nc(Nc3ccccc3)nc(-n3nc(C)cc3C)n2)cc(OC)c1OC,-6.5,4.1%
CC(=O)c1cc2c(cc1NC(=O)C1CC=CCC1C(=O)O)OCO2 (stereo unspecified),·,7.7%
O=[N+]([O-])c1ccc(OCCN2CCCCCC2)cc1,15.9,-13.8%
CC(=O)N1N=C(c2ccc(Cl)cc2)OC12CCCC2,6.8,1.4%
Cn1c(SCc2nc3ccccc3[nH]2)nnc1-c1cnccn1,·,2.9%
Cc1ccc(-c2cc(C(F)F)n3ncc(C(=O)N4CCc5ccccc5C4)c3n2)cc1,4.7,5.0%
C/C(=N\NC(=O)c1csc(C)c1C)c1ccco1,0.9,4.8%
Cc1cc[n+](-c2[nH]c(=O)sc2/C=N/N=C(\[O-])CCn2c3ccccc3c3ccccc32)cc1,·,-2.4%
Cc1ccc(CSc2n[nH]c(N)n2)cc1,-10.1,2.8%
O=C(NC1CCCCC1)C(c1cccnc1)N(C(=O)CCl)c1cccc(Cl)c1 (stereo unspecified),·,-8.3%
CCOC(=O)CSc1nc(C)c(Oc2ccc(Cl)cc2Cl)c(=O)[nH]1,20.8,2.7%
CCOc1cccc(-c2nnc3sc(COc4ccccc4)nn23)c1,·,2.6%
COc1ccc(NC(=O)c2cccc(OC(=S)N3CCOCC3)c2)cc1,2.8,-0.1%
CCCCOc1ccc(C(=O)Nc2cc(C)c(OCC(=O)N3CCOCC3)c(C)c2)cc1,·,-2.5%
COC(=O)C(Cc1ccccc1)NC(=O)c1cc(=O)[nH]c2ccccc12 (stereo unspecified),-12.1,0.0%
CCCNC(=O)NC(=O)COc1ccc(-c2ccc(C#N)cc2)cc1,-6.1,-4.0%
COc1ccc(S(=O)(=O)NC(CC(=O)NC2CCCC2)c2ccco2)cc1 (stereo unspecified),9.7,6.8%
CCCCNC(=O)C(Cc1ccccc1)NS(=O)(=O)c1ccc2c(c1)c(=O)n(C)c(=O)n2C (stereo unspecified),9.3,3.6%
C=CCn1c(Cc2c[nH]c3ccccc23)n[nH]c1=S,·,2.2%
COCCNC(=O)C(c1ccco1)N(Cc1ccc(OC)cc1)C(=O)Cn1nnc2ccccc21 (stereo unspecified),-4.8,·
COc1ccc(OC(=O)Nc2ccc([N+](=O)[O-])cc2OC)cc1,-6.7,0.2%
COc1ccc(-n2c(=S)[nH]c3cc(C(=O)NCCCN4CCCC4=O)ccc3c2=O)c(OC)c1,-8.5,-3.2%
CC(C)(C)c1ccc(C(=O)NCCn2c(N)c(C#N)c3nc4ccccc4nc32)cc1,·,-0.5%

Only part of the results is shown (hit frequency here may not be typical).
